M5 PAM – positive allosteric modulators of human muscarinic M5 receptor; AID 624038; P08912; 360,000 tested, 0.3% active; CHO-K1 hM5, Fluo-8 calcium, ACh EC20 PAM; 0% = ACh EC20, 100% = ACh EC100; activation, % at 3 µM;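 active means activation above the run cutoff, the mean activation of all test compounds plus 3 SD, cut at about 18% in these data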
Target sequence (P08912 whole entry, looked up): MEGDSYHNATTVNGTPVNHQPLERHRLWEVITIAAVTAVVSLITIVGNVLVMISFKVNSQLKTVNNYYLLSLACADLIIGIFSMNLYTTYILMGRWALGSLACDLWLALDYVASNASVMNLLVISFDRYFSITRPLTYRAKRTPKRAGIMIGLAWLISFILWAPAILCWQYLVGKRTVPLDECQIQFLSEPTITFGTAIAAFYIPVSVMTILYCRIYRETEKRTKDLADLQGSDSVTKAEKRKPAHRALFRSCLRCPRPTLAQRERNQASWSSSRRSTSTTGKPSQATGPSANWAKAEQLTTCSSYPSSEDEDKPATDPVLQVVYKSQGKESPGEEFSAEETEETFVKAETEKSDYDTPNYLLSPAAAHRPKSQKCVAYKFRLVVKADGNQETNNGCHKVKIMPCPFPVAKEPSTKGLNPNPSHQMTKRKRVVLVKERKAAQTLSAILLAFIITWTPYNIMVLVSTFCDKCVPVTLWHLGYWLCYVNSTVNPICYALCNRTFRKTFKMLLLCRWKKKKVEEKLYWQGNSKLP
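Probe or stimulus: acetylcholine, EC20 level; Assay system: human M5 receptor in CHO-K1 cells; Schedule: compound preincubation 140 s before EC20 acetylcholine addition; Technique: intracellular calcium via Fluo-8 fluorescence; Dosing: single-point, 3 µM nominal; Read-out basis: percent activation from peak-over-basal fluorescence ratio, scaled EC20-to-EC100 acetylcholine; Repeats: one well per compound, no replicates.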
M5 antag – blocks acetylcholine activation of human M5 receptor; CHO-hM5 cells, Fluo-8 calcium fluorescence, ACh EC80; 360,000 tested, 0.59% active; inhibition, % at 3 µM; P08912;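 active means inhibition above a per-plate cutoff, the mean of that plate's test compounds plus 3 SD, cut at about 27% in these data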;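 further: 0% = acetylcholine EC80 with DMSO and 100% = DMSO without agonist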
CHRM4 PAM – CHRM4 positive allosteric modulation; P08173; CHO-K1 hM4/Gqi5, Fluo-8 calcium fluorescence, ACh EC20; 0% = ACh EC20, 100% = maximal ACh; activation, % at 3 µM; 360,000 tested, 0.4% active;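 active means activation above its plate's cutoff, the mean activation of sample wells plus 3 SD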; further: some results filed as inactive read as strong as hits
Target sequence (P08173 whole entry, looked up): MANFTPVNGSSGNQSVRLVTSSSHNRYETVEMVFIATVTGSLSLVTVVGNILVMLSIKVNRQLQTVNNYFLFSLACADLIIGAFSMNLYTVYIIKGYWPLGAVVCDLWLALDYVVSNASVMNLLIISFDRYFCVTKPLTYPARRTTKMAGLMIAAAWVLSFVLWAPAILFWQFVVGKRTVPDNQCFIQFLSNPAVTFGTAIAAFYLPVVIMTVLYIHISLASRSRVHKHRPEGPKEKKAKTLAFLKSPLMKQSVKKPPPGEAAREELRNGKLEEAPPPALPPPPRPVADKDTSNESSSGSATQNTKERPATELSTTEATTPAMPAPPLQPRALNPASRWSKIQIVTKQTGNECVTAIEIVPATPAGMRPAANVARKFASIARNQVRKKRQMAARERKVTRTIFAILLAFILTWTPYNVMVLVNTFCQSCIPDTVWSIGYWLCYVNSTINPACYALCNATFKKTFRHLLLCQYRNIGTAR
CRFBP-R2 block – CRF-BP/CRF-R2 complex antagonism; HEK293 CRF-R2/CRF-BP, CRF-induced calcium fluorescence; inhibition, % at 11.8 µM; 350,000 tested, 0.59% active;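 active means inhibition of the ligand-induced calcium signal above about 50% at the single tested concentration, limit read from the data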
CHRM5 agonist – CHRM5 agonism in calcium assay; activation, % at 3 µM; P08912; CHO-K1 hM5 cells, Fluo-8 calcium fluorescence; 0% DMSO wells, 100% maximal acetylcholine response; 360,000 tested, 0.19% active;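 active means activation above the run's mean over test compounds plus 3 SD, cut at about 23% in these data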;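 further: signal is peak over basal fluorescence ratio across the kinetic read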
IDE inh – inhibits human insulin-degrading enzyme in HEK cells; P14735; FAbetaB cleavage, fluorescence polarization; inhibition, % at 5.59 µM; 320,000 tested, 0.41% active;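 active means percent inhibition above the average of all tested compounds plus 3 SD, set per screening campaign, cut at about 16% in these data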;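 further: IDE supplied by intact live HEK cells; FP after avidin binding of uncleaved biotin substrate so inhibition keeps polarization high; 0% = DMSO wells and 100% = 60 µM reference IDE inhibitor Ii1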
CRFBP-R2 agonist – agonists of human CRF-binding protein/CRF-R2 receptor complex. HEK293 CRF-R2/CRF-BP, calcium dye fluorescence (FLIPR); percent of saturating CRF peptide response. activation, % at 13.2 µM. 350,000 tested, 0.46% active. AID 588473;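 active means activation of at least 50%, plus an integration ratio under a set limit after plate pattern correction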;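 further: plate controls were neutral control wells without compound for no effect and CRF at EC100 for full effect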
CHRM4 antagonist – CHRM4 antagonism in calcium assay. 360,000 tested, 0.73% active. inhibition, % at 3 µM. CHO-hM4 cells, ACh EC80, Fluo-8 calcium fluorescence. P08173. AID 624125;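 active means inhibition above its plate's cutoff, the mean inhibition of sample wells plus 3 SD, cut at about 27% in these data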;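 further: 0% = acetylcholine EC80 with DMSO and 100% = DMSO without agonist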
CHRM4 agonist – CHRM4 agonism in calcium assay. P08173. CHO-K1 hM4/Gqi5, Fluo-8 calcium fluorescence; vehicle 0%, full acetylcholine response 100%. activation, % at 3 µM. 360,000 tested, 0.14% active. AID 624127;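 active means activation above the run mean over all test wells plus 3 SD, cut at about 32% in these data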;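 further: peak over basal fluorescence ratio per well then scaled between controls; 0% = DMSO wells and 100% = acetylcholine at EC100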
* = called active by the depositor; nt = no result given.

SMILES	M5 PAM	M5 antag	CHRM4 PAM	CRFBP-R2 block	CHRM5 agonist	IDE inh	CRFBP-R2 agonist	CHRM4 antagonist	CHRM4 agonist
c1coc(-c2nnc3n2C2(CCCC2)Cc2ccccc2-3)c1	0.2	2.7	-4.7	-7.8	2.5	-1.8	-5.2	-2.7	1.9
N/C(Cc1cccc2ccccc12)=N\OC(=O)c1ccc2c(c1)OCO2	2.7	-4.2	-2.0	6.2	2.5	-8.5	-2.9	-0.1	0.6
Fc1ccc(NC(=S)Nc2ccc(Cl)cc2)cc1	-6.2	2.6	-2.5	-8.4	4.8	0.3	2.0	-5.6	6.5
NC(c1csc(Nc2ccc(C(=O)NCCO)cc2)n1)C1CCCCC1 (stereo unspecified)	-0.3	-3.5	2.2	nt	1.7	nt	nt	-6.4	-0.1
Cc1nc2ccc3nc(NC(=O)c4ccc(S(=O)(=O)N5CCOCC5)cc4)sc3c2s1	8.1	-9.6	12.0	3.5	1.1	-6.3	-0.6	-4.8	1.1
O=c1[nH]c(SCc2ccccc2)nc2[nH]ncc12	-3.2	-1.7	3.4	-14.0	3.3	6.0	2.5	0.9	4.8
Cc1ccc(O)c(C=Nc2cc(C)ccc2O)c1	-2.5	-1.7	2.3	-11.5	0.4	7.5	-0.2	-0.4	1.2
CS(=O)(=O)Nc1cccc(S(=O)(=O)N2CCN(C(=O)c3ccccc3)CC2)c1	-0.2	9.6	-5.2	8.2	-1.3	-4.0	0.1	-6.8	0.5
CCN1CCN(C(c2ccc(C(F)(F)F)cc2)c2ccc3cccnc3c2O)CC1 (stereo unspecified)	-5.7	-1.0	-2.2	-3.6	2.2	-1.2	2.9	8.4	2.5
COC(=O)c1cc(NS(=O)(=O)c2ccc3c(c2)CCC(=O)N3)cc(C(=O)OC)c1	-1.1	1.5	-6.5	15.9	-1.0	-2.1	1.3	-2.8	0.3
COc1c(Cl)cc(Cl)cc1CNCCNCC(C)O (stereo unspecified)	-6.9	13.8	0.1	7.7	-4.5	1.3	-0.3	1.7	0.1
Cc1sc(NC(=O)c2ccco2)c(C(c2cccnc2)N2CCCC2)c1C (stereo unspecified)	-3.6	-8.9	2.9	-73.5	-5.0	-2.7	4.4	6.0	-1.8
Cc1cc(C(=O)CN2C(=O)NC(Cc3c[nH]c4ccccc34)C2=O)c(C)n1C (stereo unspecified)	-9.4	14.8	0.8	-4.2	2.8	1.2	-1.4	0.5	2.1
O=C(CNS(=O)(=O)c1c(Cl)cccc1Cl)OCc1csc(-c2ccccc2)n1	-6.8	10.8	-10.5	-16.2	0.0	7.2	3.0	-0.4	4.5
CCC1CCCCN1CCCNC(=O)C1CCC(=O)N1Cc1ccc(C)cc1 (stereo unspecified)	-4.8	1.3	-5.4	-1.4	-0.7	0.8	-3.1	3.7	0.8
COC(=O)c1ccc(N2C(=O)c3ccc(OC)c(OC)c3C2=O)cc1	4.9	-1.9	13.3	-17.4	-1.5	1.5	-0.3	-0.2	-0.4
O=C(CN(Cc1ccccc1)C(=O)CNS(=O)(=O)c1ccc(F)cc1)NCc1ccco1	-6.9	14.7	-6.1	-24.1	-0.7	4.3	4.0	23.2	0.2
CC(C)OC(=O)C1C(=O)CC(C)(O)C(C(=O)OC(C)C)C1c1cccnc1 (stereo unspecified)	-3.9	4.2	2.9	1.8	-0.9	1.9	-1.1	-3.9	1.6
COc1cccc(-n2c(SCC(=O)c3c[nH]c4ccccc34)nc3ccccc3c2=O)c1	2.0	-3.0	1.9	-14.5	0.8	0.1	-0.2	4.5	0.5
COc1ccc(OC)c2[nH]c(=O)c(CCNC(=O)c3ccc(S(=O)(=O)N(C)C)cc3)cc12	2.7	15.6	27.8*	-15.1	1.6	3.5	8.7	10.6	3.6
COc1cccc(C(=O)O/N=C(\N)CS(=O)(=O)c2ccccc2)c1	-0.4	-1.2	0.9	-5.2	-1.3	9.1	-4.3	4.4	1.9
O=C(NC(=S)N1CCc2ccccc21)c1ccccc1Cl	1.6	-0.9	-0.9	0.2	-4.0	-3.7	2.1	5.7	2.3
Cc1cccc(NC(=S)N2CCC(c3nc4ccccc4o3)CC2)c1	-1.1	-6.2	-1.4	-2.1	-4.2	2.0	0.4	-12.6	2.4
Cc1ccc(S(=O)(=O)N2CCc3ccccc3C2CN2C(=O)c3ccccc3C2=O)cc1 (stereo unspecified)	3.6	8.9	-0.6	-0.5	-7.2	1.4	1.2	-6.5	2.4
COc1ccccc1NC(=O)c1nn(C)cc1Br	-3.6	-6.4	4.8	0.5	0.3	2.1	0.9	-4.5	0.9
O=C(Cc1ccccc1[N+](=O)[O-])NCc1ccc(Cl)cc1Cl	-9.7	6.8	12.6	7.0	-5.7	3.9	2.2	-3.9	-0.9
Fc1ccc(C2=CC(c3cccs3)n3nnnc3N2)cc1 (stereo unspecified)	-17.8	16.6	-11.0	-4.4	6.8	-0.8	-0.1	2.2	13.0
O=C(CCCCN1CCCCC1)c1ccc2c(c1)Cc1ccccc1-2	-11.9	12.5	-14.7	-14.4	-3.7	6.6	-1.0	9.6	11.1
O=S(=O)(Nc1ccc2c(c1)oc1ccccc12)N1CCCC1	2.0	-6.0	1.5	-7.2	-8.3	-1.6	0.4	2.2	0.0
Cc1ccc(Cc2c(-c3cccc(Br)c3)nc3ccc(Cl)cn23)cc1	8.1	4.6	-3.4	nt	-3.5	nt	nt	7.1	-1.4
Cc1ccc(NC(=O)C2CCCNC2=O)nc1 (stereo unspecified)	-0.1	-4.6	1.7	6.0	-4.7	7.7	0.7	1.4	1.1
CC(=O)c1ccc(S(=O)(=O)N2CCCC(N(C)CCc3ccccn3)C2)cc1 (stereo unspecified)	-8.6	15.3	-3.8	2.1	-2.1	6.0	2.4	9.6	10.3
Cc1noc(C)c1COc1ccc(C(=O)Nc2ccccn2)cc1	3.0	9.0	0.2	13.9	-1.6	3.0	0.1	4.6	2.5
COc1ccc(C(=O)CSc2nnc(NC(=O)C3CC(=O)N(c4ccccc4C)C3)s2)cc1 (stereo unspecified)	-10.9	10.7	-22.7	-7.3	1.5	-5.1	-0.8	13.3	20.4
COc1ccccc1NC(=O)Cn1c(C)nc2c(sc(=S)n2Cc2ccco2)c1=O	2.7	11.5	1.4	3.5	-2.3	1.2	1.5	5.7	4.6
O=C(CCNC(=O)c1ccccc1)NNC(=O)c1ccccc1Br	1.3	5.7	2.1	3.7	-1.6	-3.7	0.3	5.4	0.1
CC(=O)Nc1ccc(NC(=O)Nc2ccc(C)c(C)c2)cc1	2.6	-2.3	-0.6	0.7	-1.9	0.3	0.8	1.8	2.5
CC1CCC(NC(=O)COC(=O)c2cccnc2Cl)CC1 (stereo unspecified)	-4.0	13.3	0.8	-8.7	2.3	-1.2	0.8	3.2	0.8
CSc1nc(C)c2c(n1)N(c1cccc(C)c1)CC2	-2.4	0.7	2.6	-46.4	-4.0	2.6	-2.3	5.2	-3.4
Cc1ccc(NC(=O)NC(=O)CN2CCC(C(N)=O)CC2)c(C)c1	-1.9	15.2	3.5	-5.0	-4.2	-2.0	0.2	-0.2	-1.8

In the list so far, these contain a thiophene ring, fused or not:
SMILES	M5 PAM	M5 antag	CHRM4 PAM	CRFBP-R2 block	CHRM5 agonist	IDE inh	CRFBP-R2 agonist	CHRM4 antagonist	CHRM4 agonist
Cc1sc(NC(=O)c2ccco2)c(C(c2cccnc2)N2CCCC2)c1C (stereo unspecified)	-3.6	-8.9	2.9	-73.5	-5.0	-2.7	4.4	6.0	-1.8
Fc1ccc(C2=CC(c3cccs3)n3nnnc3N2)cc1 (stereo unspecified)	-17.8	16.6	-11.0	-4.4	6.8	-0.8	-0.1	2.2	13.0

Going on with the list:
SMILES	M5 PAM	M5 antag	CHRM4 PAM	CRFBP-R2 block	CHRM5 agonist	IDE inh	CRFBP-R2 agonist	CHRM4 antagonist	CHRM4 agonist
O=C1C(C=NCCCN2CCCC2=O)=C(O)c2ccccc21	-2.8	3.3	5.4	0.2	-4.3	-1.6	-0.3	-5.0	0.9
CC(=O)NC1=NN(C(C)=O)C2(CCCCC2)S1	-0.6	-1.1	3.4	4.6	2.1	-7.9	-1.1	-4.3	2.0
CCCCNC(=O)Nc1ccccc1Br	-6.7	13.0	-0.6	-3.5	-1.8	3.0	-0.2	-0.3	0.1
CCOC(=O)Cn1c(O)c(N=NC(=O)CNC(=O)Cc2ccccc2)c2ccccc21	-5.8	18.2	-3.9	0.2	-4.0	0.5	-1.1	7.8	0.6
CC1(C)CC(=O)C2=C(C1)OC(N)=C(C#N)C2Cc1ccccc1 (stereo unspecified)	5.5	-2.4	-4.7	-3.0	-0.5	-1.4	-0.6	6.2	2.5
CCOc1ccc(Nc2ccc(N3C(=O)CCC3=O)cc2[N+](=O)[O-])cc1	2.2	5.0	2.0	14.7	-8.7	0.3	-7.7	1.3	-0.2
Cc1cc(NC(=O)CSc2nnc(C)n2C)no1	-6.1	4.6	4.3	5.2	-0.6	0.7	0.0	-15.6	1.8
CCc1nnc(NC(=O)CCN2C(=O)c3ccccc3C2=O)s1	-0.5	-1.1	4.9	19.5	0.7	-11.6	-0.6	7.2	-0.6
Cc1oc(C)c2c(=O)ccc3c(c12)OC(N)=C(C#N)C3c1ccccc1 (stereo unspecified)	-2.1	1.9	1.9	-6.4	-2.1	14.5	9.4	-3.2	2.3
Cc1ccc(Cn2nnnc2CN2CCC(O)(c3ccccc3F)CC2)cc1	-10.6	4.2	-0.2	5.4	2.4	0.8	0.2	2.3	2.8
Cc1cc(NC(=O)CSc2nc3ccccc3c(=O)n2C(C)c2ccccc2)no1 (stereo unspecified)	-1.7	-1.4	2.9	-20.8	-0.5	4.2	5.3	9.3	1.5
C[C@@H]1CN([C@@H](C)CO)C(=O)CCCn2nncc2CO[C@H]1CN(C)S(=O)(=O)c1ccc(-n2cccn2)cc1	1.6	-2.0	2.2	1.1	0.5	nt	1.9	-9.4	0.5
CN1C(=O)C(=O)/C(=C(/O)c2ccccc2)C1c1ccc(Br)cc1 (stereo unspecified)	5.3	1.5	2.3	26.4	1.8	nt	0.1	3.6	0.6
O=C(NNC(=O)c1ccccc1O)c1ccc(S(=O)(=O)Nc2ccccc2)cc1	-2.2	9.7	1.2	-15.5	1.1	-2.4	0.8	-8.1	2.4
O=C(O)c1ccc(NC(=O)c2ccc(COc3ccccc3)o2)cc1	-1.8	7.3	-0.2	-2.9	-1.3	nt	-0.5	2.1	4.0
O=C(NCCc1ccccn1)C(F)(F)C(F)(F)C(F)(F)C(F)(F)C(F)(F)C(F)F	-5.0	11.1	-5.0	-0.1	-4.3	4.2	0.8	7.4	0.8
O=C(Nc1ccc2oc(-c3ccccc3)nc2c1)c1cccnc1	-1.0	-5.8	6.6	-15.5	-1.2	-7.0	0.3	-22.4	14.2
COc1ccc(NC(=O)Nc2ccc3c(c2)CC(=O)N([C@H](C)CO)C[C@H](C)[C@H](CN(C)Cc2ccc(C(=O)O)cc2)O3)cc1	5.9	12.3	4.4	-3.8	0.4	-1.1	0.6	-8.8	-0.3
CC1CCCCN1C(=O)COC(=O)c1cc(Cl)c2c(c1)OCO2 (stereo unspecified)	3.2	-1.1	2.4	-4.2	-3.7	nt	-0.8	-3.3	1.2
COc1cccc(COc2ccc(N(C)S(=O)(=O)c3ccccc3)cc2)c1	-6.1	2.5	-12.2	16.4	-2.3	-0.7	1.1	-1.0	2.1

Screening data from PubChem.
